High-throughput results from PubChem.
SW480 rerep – DNA re-replication induction in SW480 cells; SW480 DNA re-replication, Hoechst DNA content imaging, 48 h; Potency, µM (series often up to 46.1 µM), for the others: at the top dose re-replication activation, hits mostly activators; actives 1.8% (n = 340,000); AID 624297; note: % of control where 0% means no effect; nearly all actives have a fitted effect of over 55% in size
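Quantitative HTS format with DMSO vehicle controls; 48 hr drug incubation at 37 C, then 40 min Hoechst staining and scanning imager measurement at 405 nm excitation.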
GLP-1R inv ag – acts as inverse agonist at human GLP-1 receptor. Potency, µM (titrated, usually from 38.3 µM), for the others: at the highest dose activity change, negative = inhibition, most hits filed as inhibitors. actives 1.6% (n = 410,000). P43220. HEK293 GLP-1R CRE-luciferase, luminescence, 24 h; GLP-1R form is constitutively active; note: % is set by controls: 0 for no effect and ±100 for the full control effect; nearly all actives have a fitted effect of over 55% in size
Target sequence (P43220 whole entry, looked up): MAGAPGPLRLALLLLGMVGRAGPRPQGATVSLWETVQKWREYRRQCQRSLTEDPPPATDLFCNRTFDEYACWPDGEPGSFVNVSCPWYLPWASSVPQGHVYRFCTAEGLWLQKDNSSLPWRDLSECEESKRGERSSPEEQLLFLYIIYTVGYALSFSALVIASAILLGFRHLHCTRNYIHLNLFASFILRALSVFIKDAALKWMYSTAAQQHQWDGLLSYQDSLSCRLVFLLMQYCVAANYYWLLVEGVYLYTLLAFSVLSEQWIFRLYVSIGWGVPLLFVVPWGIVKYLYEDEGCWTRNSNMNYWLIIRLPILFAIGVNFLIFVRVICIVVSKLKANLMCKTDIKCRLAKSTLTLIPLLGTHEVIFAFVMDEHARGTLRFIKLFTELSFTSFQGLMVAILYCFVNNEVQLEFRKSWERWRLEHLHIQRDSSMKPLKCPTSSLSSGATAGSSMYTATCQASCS
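HEK293 cells stably co-expressing constitutively active GLP-1R and a cAMP-responsive luciferase reporter were seeded in DMEM with 10% Nu serum, given compounds after 12 h, and incubated 24 h at 37 deg C. Luminescence was then read.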
HEK293 tox – cytotoxicity counter-screen for GLP-1 receptor inverse agonists. HEK293 cAMP-luciferase reporter cells, luminescence, 24 h. actives 0.13% (n = 410,000). Potency, µM (series often up to 38.3 µM), for inactives: at the top dose activity change, negative = inhibition, usual class: inhibitors;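 note: loss of luciferase light is scored as toxicity; % is set by controls: 0 for no effect and ±100 for the full control effect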
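Cells in DMEM/10% Nu serum/1% pen-strep, 1536-well format. Pre-incubated 12 h, dosed with 23 nL compound, incubated a further 24 h. Luciferase detection, 12 min at room temp, luminescence.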
KB-3-1 tox – KB-3-1 parental cell cytotoxicity | KB-3-1 viability, CellTiter-Glo ATP luminescence, 72 h | Potency, µM (top dose mostly 46.1 µM), for the others: at the top dose activity change, negative = cytotoxic, usual class: cytotoxic | actives 1.4% (n = 400,000); note: % is set by controls: 0 for no effect and ±100 for the full control effect; nearly all actives have a fitted effect of over 60% in size
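Cytotoxicity measured as CellTiter-Glo luminescence after 72 h at 37 C. Compound titrations were pinned onto drug-naive KB-3-1 parental adenocarcinoma cells grown in DMEM with 10% FBS, and normalized data fitted to concentration-response curves.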
HT1080NT lethal – kills 2HG-producing HT-1080-NT fibrosarcoma cells; actives 1.6% (n = 360,000); HT-1080-NT fibrosarcoma viability, CellTiter-Glo ATP luminescence, 48 h; Potency, µM (titrated, usually from 46.1 µM), inactives show at the highest dose activity, negative = less viability, actives largely listed as cytotoxic; AID 686970;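 note: NT is the 2HG producing partner of a matched IDH1 knockdown line; 0% = DMSO-treated cells and -100% = media-only wells without cells; nearly all actives have a fitted effect of over 55% in size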
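HT-1080-NT fibrosarcoma cells (2HG-overproducing), 750 cells/well in RPMI with 5% FBS, dosed after 2 h and incubated 48 h at 37C. CellTiter-Glo luminescence normalized to DMSO and no-cell wells; concentration-response curves fitted and classed.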
TDP43 rescue – TDP-43 toxicity inhibition in yeast; TDP-43 expressing yeast growth rescue, BacTiter-Glo, 24 h; Potency, µM (doses to about 46.1 µM), without a hit: top-dose growth rescue (activation), most hits filed as activators; actives 1.8% (n = 410,000); AID 652104; note: % of control where 0% means no effect; nearly all actives have a fitted effect of over 50% in size
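Galactose-induced TDP-43 yeast, OD600=0.02, compound pinned; 24 hr, 30 deg C; BacTiter-Glo luminescence for growth. Inhibitors of TDP-43 toxicity read as activators.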
KB-V1 MDR tox – KB-V1 MDR subline cytotoxicity; AID 1347076; KB-V1 MDR cells viability, CellTiter-Glo, 72 h; Potency, µM (highest dose often 46.1 µM), for the others: top-dose activity change, negative = cytotoxicity, actives largely listed as cytotoxic; actives 3.4% (n = 400,000); note: % is set by controls: 0 for no effect and ±100 for the full control effect; nearly all actives have a fitted effect of over 60% in size
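Luminescent ATP read-out (CellTiter-Glo, 10 min) measures survival of drug-selected KB-V1 MDR cells after 72 h, 37 degrees C compound exposure. Medium: phenol-red-free DMEM, 10% FBS. Values from fitted concentration-response curves.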
GLP1R ag – GLP-1 receptor (human) agonism; P43220; HEK293 GLP-1R CRE-luciferase, luminescence, 4-6 h; cells express a hypersensitive GLP-1R form; Potency, µM (titrated, usually from 45.6 µM), without a hit: at the highest dose activation, most hits filed as activators; actives 0.007% (n = 380,000); note: % of control where 0% means no effect
HT1080 IDH1KD tx – toxicity to HT-1080 IDH1 knockdown cells (counter line); HT-1080 IDH1 knockdown viability, ATP luminescence, 48 h; Potency, µM (series often up to 46.1 µM), without a hit: top-dose activity, negative = toxicity, most hits filed as cytotoxic; actives 2% (n = 360,000);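 note: 0% = DMSO wells and -100% = cell-free medium wells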
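HT-1080-IDH1KD cells (IDH1 knocked down), 750/well in RPMI with 5% FBS, treated with compound 48 h at 37 degrees C. Viability by CellTiter-Glo luminescence, normalised to DMSO and no-cell wells; concentration-response curves classed.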
Numbers without * were called inactive; u = inconclusive; x = not tested or not shown; & = joins results of further samples; [ ] = dose if it differs, or a comment. Calls come from the whole dose curve; as a rule, active = well fitted curve in the direction sought with a large enough effect; inconclusive = small, poorly fitted or top-dose-only effect, or another doubt; inactive = no such curve, though single readings can be large; an effect the other way counts as inactive or inconclusive. Potency is the fitted concentration of half-maximal effect.

SMILES	SW480 rerep	GLP-1R inv ag	HEK293 tox	KB-3-1 tox	HT1080NT lethal	TDP43 rescue	KB-V1 MDR tox	GLP1R ag	HT1080 IDH1KD tx
COc1ccc(CNC(=O)CN(C(=O)CCC(=O)Nc2ccccn2)c2cc(C)ccc2C)cc1	-6%	-23%	-7%	-9%	-29%	5%	u	21%	-1%
NC(=O)CC(c1ccccc1)c1ccc2c(c1)OCO2 (stereo not given)	-7%	-8%	15%	9%	13%	14%	0%	-3%	5%
COc1ccc(/C=C/C(=O)Nc2ccc(C)cc2)cc1S(=O)(=O)N1CCOCC1	-3%	u	-23%	-5%	u	-17%	-2%	6%	u
CCCCN(C)CCNC(=O)c1cc(=O)[nH]c2ccc(S(=O)(=O)N3CCCCCC3)cc12	x	7%	-8%	14%	x	9%	u	x	x
CCCc1nc([N+](=O)[O-])c(S(=O)(=O)c2ccccc2)n1CC(C)C	u	u	u	u	-10%	3%	-27%	10%	u
O=C(O)C(Cc1c[nH]c2ccccc12)NS(=O)(=O)c1cccc(Cl)c1Cl (stereo not given)	-2%	2%	5%	0%	1%	5%	-1%	-5%	0%
COc1ccc(-c2nc(-c3ccc(NC(=O)c4ccncc4)cc3)no2)cc1OC	1%	u	u	u	-3%	19%	10µM*	-1%	-4%
Cc1ccnc2nc(C(=O)OCC(=O)NC3CCC(C)CC3)nn12 (stereo not given)	-4%	-3%	-1%	-1%	6%	16%	-5%	21%	20%
CCOC(=O)[C@@H]1[C@H]2COc3ccccc3[C@@H]2N2C(=O)N(c3ccc(F)cc3)C(=O)[C@@]12C	-33%[inhibitor]	2%	-11%	-1%	-2%	4%	-1%	-4%	-1%
COc1ccc(-n2c(=O)c3c(c4cc(OC)ccc4n3C)n(CCC(C)C)c2=O)cc1	x	7%	-1%	0%	x	7%	0%	3%	x
Cc1ccc(CCNC(=O)C2CCN(S(=O)(=O)c3c(C)nn(C)c3C)CC2)cc1	-6%	-1%	-18%	u	0%	26%	25%	4%	4%
Cc1cc(C)nc(N/N=C/c2ccccc2OCc2ccc([N+](=O)[O-])cc2)n1	4%	10%	-2%	-5%	-4%	-12%	-25%	11%	-9%
CCOC(=O)N1CCN(C(=S)NC(=O)c2cc(Br)ccc2Cl)CC1	-4%	-23%	-7%	-3%	10%	20%	-26%	5%	3%
Cc1cccc(-n2cnc3cc(C(=O)NCCN4CCOCC4)ccc32)c1	x	76%[activator]	-7%	0%	5%	x	u	11%	15%
O=C(Cn1nc(Cl)nc1Cl)c1ccccc1	10%	-1%	-3%	3%	-19%	21%	0%	5%	-6%
COC(=O)C1=C(C)NC2=C(C(=O)CCC2)C1c1coc2ccccc2c1=O (stereo not given)	1%	5%	-16%	3%	-7%	-5%	-4%	-8%	-9%
CCCCC(=O)N(Cc1ccc2c(c1)OCO2)Cc1nc2ccccc2c(=O)[nH]1	-20%	-22%	-3%	-5%	-6%	0%	u	10%	-9%
O=C(NC1CC(=O)N(c2ccc(F)cc2)C1)C(=O)c1c[nH]c2ccccc12 (stereo not given)	-4%	-11%	1%	0%	-6%	16%	-2%	-7%	-6%
CCC1(CC)C(=O)NC(=O)NC1=S	-9%	10%	-1%	12%	1%	10%	u	-2%	10%
Cn1nnnc1SCC1=C(C(=O)O)N2C(=O)C(NC(=O)Cn3nc(C(F)F)cc3C3CC3)C2SC1 (stereo not given)	2%	8%	-1%	-2%	9%	16%	u	-7%	-5%
COc1cccc(C(c2c(N)n(C)c(=O)n(C)c2=O)C(C)[N+](=O)[O-])c1 (stereo not given)	-16%	9%	0%	0%	1%	15%	0%	-1%	1%
O=C(Nc1cccc(C(F)(F)F)c1)C(Sc1n[nH]c(=O)[nH]c1=O)c1ccccc1 (stereo not given)	0%	u	-24%	6%	-17%	7%	7%	-2%	0%
FC(F)(F)c1cccc(NC(=S)NC(c2ccccc2)c2ccccc2)c1	17%	2.8µM*	8%	u	u	5%	u	5%	u
COCCNc1c2c(nc3ccccc13)CCC2	2%	-12%	-23%	0%	9%	6%	0%	-3%	-1%
Cc1onc(-c2ccccc2Cl)c1NC(=O)NCc1cccs1	22%	-10%	0%	9%	-1%	-4%	-1%	3%	3%
O=C(NCc1ccccc1)C(=O)c1cn(CC(=O)N2CCOCC2)c2ccccc12	0%	10%	3%	-3%	-2%	3%	0%	-6%	-3%
CC1CCCN(C(=O)CCNS(=O)(=O)c2ccc3c(c2)c(=O)n(C)c(=O)n3C)C1 (stereo not given)	u	19%	-23%	-3%	2%	9%	17%	7%	0%
COc1cc(NC(=O)c2ccc(N3CCCC3=O)cc2)cc(OC)c1	-12%	22%	7%	-18%	1%	4%	u	10%	1%
Cc1ccc2nc(/C=C/c3cccc(F)c3)ccc2c1	3%	-21%	-2%	-6%	6%	11%	-22%	12%	-18%
CCn1cc(C=O)c2cc(S(=O)(=O)N3CCOCC3)ccc21	1%	15%	17%	-8%	0%	-5%	1%	3%	0%
CCOc1ccc(NC(=O)CSc2nc3ccccc3c(=O)n2CCC(=O)NC2CCCCC2)cc1	x	-4%	8%	-1%	x	5%	2%	x	x
O=C(NCc1ccncc1)C(=O)NCC1OCCCN1S(=O)(=O)c1cc(F)ccc1F (stereo not given)	1%	3%	0%	-2%	7%	7%	22%	-4%	2%
CCc1ccc(NC(=O)Cn2c(=O)n(Cc3ccco3)c(=O)c3cccnc32)cc1	x	-9%	9%	3%	x	-6%	-2%	x	x
CCOC(=O)Cn1c(CN2CCN(C(=O)c3ccco3)CC2)nc2c1c(=O)n(C)c(=O)n2C	8%	18%	-10%	4%	17%	10%	29%	0%	23%
O=c1c2ccccc2n2c(-c3ccc(F)c(F)c3)nnc2n1CCc1ccccc1	x	7%	-3%	0%	x	-13%	0%	x	x
Cc1ccc(Cl)cc1NC(=O)CN1C(=O)C(C)(C)c2cc(S(=O)(=O)N3CCCCC3)ccc21	x	u	6%	u	x	14%	u	x	x
O=C(C1=C(O)C(=O)N(CCOCCO)C1c1cccs1)c1cccs1 (stereo not given)	-1%[9.22 µM]	-15%	-30%	-1%	14%	11%	9%	-3%	5%
O=c1[nH]c2ccc(NCc3ccc(F)cc3)cc2[nH]1	-8%	25%	4%	3%	2%	1%	1%	12%	2%
COc1ccc(CNC(=O)CSc2nn3c(=O)c(C(C)(C)C)nnc3s2)cc1OC	-45%[inhibitor][1.84 µM]	23%	-11%	2%	0%	x	-1%	11%	0%
CCN(CC)CCCNC(=O)c1ccc(OCC(=O)Nc2ccccc2C(F)(F)F)c(OC)c1	u	u	-18%	u	u	0%	4%	8%	u
CCCC(CCC)C(=O)OC1C[C@H]2CC[C@@H](C1)[N+]2(C)C (stereo not given in full)	-1%&0%&1%	-7%	3%	0%	39%	16%	13%	-4%&5%&-2%	3%
O=C(N/N=C/c1ccncc1)c1ccc(NS(=O)(=O)c2cccs2)cc1	-3%	19%	21%	10%	13%	8%	4%	0%	15%
CC1CCc2nc(NC(=O)Cc3cccs3)sc2C1 (stereo not given)	-2%	u	-5%	17%	-4%	28µM*	u	22%	5%[9.24 µM]
COc1ccc(C2=Nc3ccccc3N(CC(=O)Nc3cccc(C(C)=O)c3)C(=O)C2)cc1	x	-21%	-14%	-5%	x	-2%	-3%	x	x
Cn1c(SCC(=O)Nc2ccc(C(=O)O)cc2)nc2scc(-c3ccccc3Cl)c2c1=O	u	40%[activator]	0%	3%	-19%	-1%	2%	8%	-16%
COCCn1c(C)cc(C(=O)CSc2nc(C)cc(C)c2C#N)c1C	1%	-4%	1%	-11%	-13%	25%	u	10%	-13%
CCn1cc(C(=O)NCCCOC(C)C)c(=O)c2cc(S(=O)(=O)N3CCCC3)ccc21	6%	49%[activator]	-5%	21%	2%	-1%	16%	-6%	12%
CCOC(=O)c1cc(NC(=O)Cc2ccc(S(=O)(=O)N3CCOCC3)s2)cc(C(=O)OCC)c1	3%	u	u	0%	-5%	15%	u	-4%	-11%
Cc1cc(OC(C)C(=O)Nc2ccc(S(=O)(=O)Nc3onc(C)c3C)cc2)cc(C)c1Cl (stereo not given)	-5%	u	-9%	x	-4%	18%	x	2%	-17%
Cc1c(C(c2cc(O)ccc2O)c2c(C)n(C)n(-c3ccccc3)c2=O)c(=O)n(-c2ccccc2)n1C	13%[1.84 µM]	42%[activator]	6%	0%	-9%	x	23%	-9%	0%
CSc1nnc(-c2cnccn2)n1CCCN1CCCC1=O	-4%	1%	-5%	6%	-4%	-13%	4%	3%	3%
